Source: PubChem (Sanford-Burnham Center for Chemical Genomics)
TAG inh = inhibitors of triacylglycerol accumulation, primary screen, cell-based, uHTS, fluorescence, H9c2. actives 0.66% (n = 230,000). inhibition, % at 12.5 µM. H9c2 cells, Nile Red lipid (TAG) fluorescence; cells loaded with 200 µM oleic acid;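 active = pattern-corrected inhibition of lipid staining of at least 50% with the nuclear-stain viability signal not falling by more than 50%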;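 also: 0% = DMSO wells and 100% = triacsin C control wells; some results filed as inactive read as strong as hits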
TAG inh DAPI viability = recorded beside TAG inh, whose call it bears; DAPI nuclei signal change (viability), lower = more cytotoxic, %;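 whole-well DAPI fluorescence read on a plate reader as a viability signal; minus 50 percent equals half of cells still viable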
The depositor's hits bear a star. Some of the compounds tested; the hit share may differ from the screen's.

SMILES	TAG inh	TAG inh DAPI viability
CCN(Cc1ccccc1)C(=O)COc1ccccc1	-6	4
O=C(N/N=C/c1ccncc1)c1ccccc1[N+](=O)[O-]	13	-2
O=C(COC(=O)COc1ccc(Cl)cc1)NC1CCCC1	-1	3
O=C(/C=C/C=C/c1ccccc1)CC1(O)C(=O)N(CCc2ccccc2)c2ccccc21 (stereo not drawn)	6	-5
Cc1nn(C)cc1CN(C)C(=O)c1cc(-c2ccccc2)nc2ccc(Br)cc12	-18	-4
O=C(NNC(=S)Nc1ccc(F)cc1)C1[C@H]2CCCC[C@@H]12 (stereo partly drawn)	16	-6
C[C@H](CO)N1C[C@H](C)[C@@H](CN(C)S(C)(=O)=O)Oc2ccc(NC(=O)Cn3cnnn3)cc2C1=O	-12	9
C=C(C)c1cccc(C(C)(C)NC(=O)N2CCCC(C)C2)c1 (stereo not drawn)	3	-9
C#CCOCCOCCOCCNc1nc(N2CCN(C(=O)[C@H](CCCCN)n3cc(CN)nn3)CC2)nc(N2CCN(C(=O)[C@H](CC(N)=O)n3cc(C(N)[C@H](C)CC)nn3)CC2)n1 (stereo partly drawn)	0	14
CC1=NN(c2ccc(Cl)cc2)C(=O)/C1=C\c1cccn1-c1ccc(S(N)(=O)=O)cc1	21	0
COC(=O)c1ccccc1-c1ccc(/C=C2\C(=O)N(c3ccccc3)N=C2c2ccccc2)o1	32	-2
CCn1c(SCC(=O)N(C)C)nc2cc(S(=O)(=O)N3CCOCC3)ccc21	-9	16
Cc1ccc2c(c1)C(c1ccccc1)N(C(=O)c1ccc3c(c1)OCO3)CC(=O)N2 (stereo not drawn)	-6	1
COc1ccc(S(=O)(=O)N2CCCOC2CNC(=O)C(=O)NCCCn2ccnc2)cc1OC (stereo not drawn)	10	9
CN1c2ccsc2/C(=N/Nc2ccccc2)CS1(=O)=O	4	3
O=C(CN1CCCCCC1)Nc1ccccc1Oc1ccccc1	-21	-10
O=C(COC(=O)c1ccc(O)cc1O)Nc1cccc2ccccc12	6	3
COc1ccc(C(=O)NCc2nnc(SCC(=O)c3ccccc3)n2C)cc1OC	-3	-3
CC(=O)Nc1cccc(NC(=O)COC(=O)CO/N=C(\C)c2ccc3c(c2)OCO3)c1	-23	0
C[C@H]1CN([C@@H](C)CO)C(=O)c2cc(Br)cnc2O[C@@H]1CN(C)C(=O)CN(C)C	-3	-6
CCC(C(=O)N/N=C(\C)c1cccnc1)c1ccccc1 (stereo not drawn)	6	4
COc1ccc(NC(C)=O)cc1NC(C)c1nc2sc(C)c(C)c2c(=O)[nH]1 (stereo not drawn)	14	-5
Cc1nn(C)c(C(=O)NC(=S)Nc2ccc([N+](=O)[O-])cc2)c1Cl	1	-9
O=C1CC(c2ccc(O)cc2)Oc2cc(O)cc(O)c21 (stereo not drawn)	5	2
Cc1nc(SCC(=O)N(CC(C)C)C2CCS(=O)(=O)C2)c(C#N)c(C)c1C (stereo not drawn)	8	5
Cc1ccccc1NC(=O)c1ccc2c(c1)OCCO2	-36	-3
COc1ccccc1NC(=O)c1cnc(SCC(=O)NCC2CCCO2)n(C)c1=O (stereo not drawn)	9	5
O=C(NCc1ccccc1)c1onc(CSc2ccncc2)c1C(=O)NCc1ccccc1	-15	14
COc1cc(CN2CCNC(=O)C2CC(=O)NCc2csc(C(C)C)n2)cc(OC)c1 (stereo not drawn)	-6	3
COc1ccc(NC(=O)C2CCCN(S(=O)(=O)c3c(C)[nH]c(=O)[nH]c3=O)C2)cc1Cl (stereo not drawn)	-2	12

(more compounds)
SMILES	TAG inh	TAG inh DAPI viability
CN(C)C(=O)c1cc(C(=O)c2ccccc2Cl)c[nH]1	-13	5
CCOC(=O)CC1C(=O)NCCN1C(=S)NC(=O)c1ccccc1OC (stereo not drawn)	1	3
COC(=O)[C@@H]1C[C@@H]2CC[C@@H](O)C[C@@H]2N1Cc1ccccc1OS(=O)(=O)c1ccc(C)cc1	8	-12
CCCOc1cccc(C2/C(=C(/O)c3ccc(F)cc3)C(=O)C(=O)N2CCN(C)C)c1 (stereo not drawn)	8	-5
Cc1ccc(NC(=O)Cn2c(O)c(N=NC(=O)c3ccncc3)c3ccccc32)cc1	1	-3
CCOC(=O)/C=C1\CN(Cc2cc(OC)c(OC)c(OC)c2)S(=O)(=O)c2ccccc21	-29	4
COc1ccc(NC(=O)NC2CC3CCCC(C2)N3Cc2ccccc2)cc1 (stereo not drawn)	-6	-4
CC(C)Cn1c(N)c(C(=O)COC(=O)c2ccccc2C(=O)c2ccccc2)c(=O)n(C)c1=O	-11	2
CC(C)CC(=O)Nc1ccc(C(=O)NN2C(=O)c3ccccc3C2=O)cc1	-11	11
NC(=O)c1c(NC(NC(=O)c2ccco2)(C(F)(F)F)C(F)(F)F)sc2c1CCCC2	-6	3
Cc1noc(C)c1COC(=O)c1ccccc1Sc1ccccc1C#N	-17	6
COCCn1c(-c2cccc(Br)c2)nc2c(c(=O)c3ccccc3n2C)c1=O	-6	7
Cc1[nH]c2ccccc2c1C(=O)C(=O)N1CCCc2ccccc21	2	-6
O/N=C/c1ccccc1OCc1ccc(Cl)cc1	-47	7
CCN1C(=O)[C@H]2[C@@H](c3ccc(C)cc3)N3C(=O)N(c4ccc(C)cc4)C(=O)[C@@]3(Cc3ccccc3)[C@H]2C1=O	13	-4
COC(=O)c1c(C)[nH]c(C(=O)OCC(=O)NC(C)(C)C)c1C	-19	7
Clc1ccccc1Cc1noc(CN2CCN(c3cnccn3)CC2)n1	7	-5
CC1Nc2ncnc(N3CCc4ccccc4C3)c2N(Cc2ccc(Br)cc2)C1=O (stereo not drawn)	11	-7
Cn1c(CO)cnc1SCc1ccc(F)cc1	9	2
COc1ccc(C(=O)Nc2cccc(C)n2)cc1S(=O)(=O)N1CCCc2ccccc21	13	-4
O=C(Nc1cccnc1)c1ccc(Cl)c(S(=O)(=O)N2CCCC2)c1	-4	-3
O=C1Nc2ccccc2Cc2ccccc21	-2	8
O=S(=O)(Cc1ccc(Cl)cc1Cl)c1ccc(Cl)cc1	43	-20
Cc1nnc(NC(=O)C2CCCN2S(=O)(=O)c2ccc(Cl)cc2)s1 (stereo not drawn)	-3	2
Nc1cc2c(cc1Cl)-c1ccccc1C2	7	-8
Cc1ccc(S(=O)(=O)c2nc(N3CCOCC3)sc2Cl)cc1	-81	-7
O=C(C/C=N/OCc1ccc(Cl)cc1Cl)c1ccc(Cl)cc1	-18	13
O=C(Nc1cccc(C(=O)Nc2cccc(Br)c2)c1)c1ccccc1	4	8
c1ccc(Oc2ccc(-c3ccn[nH]3)cc2)cc1	-2	1
Cc1cc(C(=O)NNC(=O)c2c(-c3c(Cl)cccc3Cl)noc2C)no1	18	10

(cont.)
SMILES	TAG inh	TAG inh DAPI viability
COC(=O)Nc1ccc(S(=O)(=O)N2CCCCC2)cc1	1	-4
Cc1ccc(OCC(=O)Nc2ccc(N3CCN(C(=O)c4ccco4)CC3)cc2)cc1	-40	6
COc1cc2cc(CN(CCc3cccc(C)c3)C(=S)NCCCN3CCOCC3)c(=O)[nH]c2cc1OC	28	36
O=C1c2cccc3cccc(c23)C(=O)N1CCCSc1ncn[nH]1	-8	3
Cc1cc(NC(=O)CN2C(=O)NC(CCc3ccccc3)C2=O)no1 (stereo not drawn)	4	-6
O=C(NNc1ccc(F)cc1F)c1c(F)cccc1Cl	-13	8
O=C(CCN1C(=O)/C(=C\c2ccccc2F)SC1=S)N1CCOCC1	1	-23
CC(C)Cn1c(=S)[nH]c2cc(Cl)ccc21	2	-4
COC(=O)c1cc(=O)n(CCc2ccccc2)c(=Nc2ccc(F)cc2)s1	-19	2
c1ccn2cc(-c3ccc4c(c3)OCCO4)nc2c1	-3	7
Cc1cc(C(=O)NC2CC(C)(C)Cc3c2cnn3-c2ccccc2C)c(C)o1 (stereo not drawn)	11	-7
c1ccc(N2CCN(Cc3ccc4c(c3)OCO4)CC2)nc1	7	-1
COc1ccccc1NC(=O)c1ccc(COc2ccccc2OC)cc1	4	1
COC(=O)c1cc(Br)c(=O)n(CCc2ccccc2)c1	-4	-2
O=C(NN=C(Cc1ccccc1)Cc1ccccc1)c1ccccc1F	3	-8
CCCOc1cccc(-c2cc(C(=O)N/N=C/c3ccccn3)c3ccccc3n2)c1	-26	-6
Cc1cc(CSc2ccccc2)ccc1NC(=O)c1ccc(Br)cc1	-7	-9
O=C(COc1ccc2ccccc2c1)Nc1nc2ccccc2[nH]1	0	-7
OCC[C@H]1C[C@@H](O)[C@H](O)[C@]2(CCCCO2)O1	-13	5
CCOC(=O)C1CCN(C(=O)Cc2ccccc2OC)CC1	-1	12
COc1ccc(NC(=O)C2(c3ccccc3)CCCC2)cc1	-28	-12
C=CCn1c(SCC(=O)Nc2ccc(Cl)cn2)nnc1C1CC1	19	-4
COc1ccccc1N(C(=O)Cn1nnc2ccccc21)C(C(=O)NCc1ccco1)c1ccc(C)o1 (stereo not drawn)	-2	-2
O=C(CN1C2=NCCCN2c2ccccc21)c1cccs1	15	1
CCSc1nc(-c2ccc(OC)cc2)ccc1C#N	-9	-2
NC(=O)C1(N2CCCCC2)CCN(C(=O)c2cccs2)CC1	-4	-4
C#CCOCCOCCOCCNc1nc(N2CCN(C(=O)[C@H](CCCCN)n3cc([C@@H](N)C(C)CC)nn3)CC2)nc(N2CCN(C(=O)[C@H](Cc3ccc(O)cc3)n3cc([C@@H](N)CC(C)C)nn3)CC2)n1 (stereo partly drawn)	-15	20
O=C(Nc1cc(Cl)cc(Cl)c1)C1CCCC1	-1	5
Cc1ccc(-c2ccc(=O)n(CC(=O)NCc3ccc(F)cc3)n2)cc1	-12	4
Cc1cnc(C2OCCO2)c2cccc(N)c12	1	6

4 records picked at random from those above, as already listed:
SMILES	TAG inh	TAG inh DAPI viability
Cc1cc(NC(=O)CN2C(=O)NC(CCc3ccccc3)C2=O)no1 (stereo not drawn)	4	-6
CCCOc1cccc(-c2cc(C(=O)N/N=C/c3ccccn3)c3ccccc3n2)c1	-26	-6
COc1cc2cc(CN(CCc3cccc(C)c3)C(=S)NCCCN3CCOCC3)c(=O)[nH]c2cc1OC	28	36
C#CCOCCOCCOCCNc1nc(N2CCN(C(=O)[C@H](CCCCN)n3cc([C@@H](N)C(C)CC)nn3)CC2)nc(N2CCN(C(=O)[C@H](Cc3ccc(O)cc3)n3cc([C@@H](N)CC(C)C)nn3)CC2)n1 (stereo partly drawn)	-15	20

Already shown: an excerpt of the list.
SMILES	TAG inh	TAG inh DAPI viability
Cc1ccc(OCC(=O)Nc2ccc(N3CCN(C(=O)c4ccco4)CC3)cc2)cc1	-40	6
COc1cc2cc(CN(CCc3cccc(C)c3)C(=S)NCCCN3CCOCC3)c(=O)[nH]c2cc1OC	28	36

The list goes on.
SMILES	TAG inh	TAG inh DAPI viability
CN(C)c1ncc(S(=O)(=O)c2ccc(Cl)cc2)c(-c2ccccc2)n1	4	-9
COc1ccc(Cl)c2sc(N3CCN(C(=O)c4ccco4)CC3)nc12	-7	6
COc1ccc(-c2cc(NC=O)c3ncc(-c4cccc(C(=O)N(C)C)c4)n3c2)c(OC)c1	46	-42
Cc1ccc(NC(=S)N2CCC(N(C)CC3CCCO3)CC2)cc1C (stereo not drawn)	-9	1
CCOC(=O)C1(C)CCCN(C(=O)c2ccccc2C(F)(F)F)C1 (stereo not drawn)	-6	8
Cc1cc(NC(=O)c2cc(-c3ccncc3)nc3c(C)cccc23)no1	64*	-27*
COc1ccc(C(=O)Nc2nnc([C@@H]3C[C@H](O)[C@@H](CO)O3)s2)cc1	-1	-11
CCOC(=O)C1=C(CNCCc2ccc(Cl)cc2)NC(=O)NC1c1cccc([N+](=O)[O-])c1 (stereo not drawn)	11	-3
Cc1ccc(S(=O)(=O)N(CC(=O)N/N=C/c2cccc(Cl)c2)c2cccc3cccnc23)cc1	-28	9
O=C(C1CC(=O)N(C2CCCCC2)C1)N1CCN(c2ccccc2)CC1 (stereo not drawn)	6	-6
Cc1ccc(NC(=O)CN(C)C(=O)c2ccccc2Sc2ccccc2C#N)cc1	-14	-4
COc1ccc([C@H]2C=C(C(=O)O)O[C@@H](OCCCCO)C2)cc1	-2	3
COc1ccc(C2C(C(N)=O)=C(C)Nc3nc(-c4cccc(Cl)c4)nn32)cc1OC (stereo not drawn)	19	14
Cc1ccc(S(=O)(=O)N2CCCCCC2)cc1C(=O)Nc1cccnc1	2	-1
O=C(CSc1nnc(NC(=O)C2CC2)s1)Nc1ccc(F)cc1	-3	-9
CN(C)S(=O)(=O)N1CCC(Oc2ccc(C(=O)NCCc3cscn3)cc2)CC1	9	2
CCCn1c(SCC(=O)Nc2ccc(S(=O)(=O)N3CCOCC3)cc2)n[nH]c1=O	10	-1
CO/N=C\Cc1oc(=O)c(NC(=O)c2ccccc2)cc1C(=O)OC	-19	8
C=CCN=C(NC#N)SCC(=O)NCc1ccccc1	0	4
CCN(CC)S(=O)(=O)c1cccc(NC(=O)CN2C(=O)NC3(CCC(C)CC3)C2=O)c1 (stereo not drawn)	-7	-4
CCCCn1c(N)c(N(CC(C)C)C(=O)c2cnccn2)c(=O)[nH]c1=O	1	3
Cc1nc(C(=O)N2CCCC(C(=O)c3ccc(Cl)cc3)C2)cs1 (stereo not drawn)	-1	-4
Cc1cc(C)n(CC(=O)c2cccc(N)c2)n1	5	0
CCOC(=O)c1c(NC(=O)c2ccccc2C)sc2c1CC(C)(C)OC2	4	12

Reformatted: results already given.
Every second line gives: TAG inh	TAG inh DAPI viability
CN(C)c1ncc(S(=O)(=O)c2ccc(Cl)cc2)c(-c2ccccc2)n1
 : 4	-9
C=CCN=C(NC#N)SCC(=O)NCc1ccccc1
 : 0	4
